Mtb FBA inh: inhibits M. tuberculosis FBA enzyme; purified M. tuberculosis FBA, fluorescence read-out; P9WQA3; 360,000 tested, 2.3% active; AID 588726; inhibition, % at 1 µM; in the data active = inhibition above about 27%;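 note: 0% = vehicle and 100% = reference inhibitor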
Target sequence (P9WQA3 whole entry, looked up): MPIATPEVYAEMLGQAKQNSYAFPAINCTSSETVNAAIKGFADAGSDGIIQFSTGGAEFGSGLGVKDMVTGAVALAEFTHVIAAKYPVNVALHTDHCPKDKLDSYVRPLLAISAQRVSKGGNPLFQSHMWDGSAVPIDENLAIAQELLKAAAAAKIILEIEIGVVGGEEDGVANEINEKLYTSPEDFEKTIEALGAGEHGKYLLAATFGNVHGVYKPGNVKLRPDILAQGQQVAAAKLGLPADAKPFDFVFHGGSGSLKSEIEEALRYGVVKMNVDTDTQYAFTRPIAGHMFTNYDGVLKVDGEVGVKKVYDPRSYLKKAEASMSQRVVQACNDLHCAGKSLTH
GDH-TPI counter: GDH-TPI coupled enzyme inhibition counter-screen; GDH-TPI coupled enzyme counterscreen, NADH absorbance; 360,000 tested, 1.2% active; inhibition, % at 4.8 µM; AID 588335;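 note: 0% = DMSO wells and 100% = wells lacking the enzyme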
FadD28 FP inh: blocks FadD28 binding to the bisubstrate probe; fluorescence polarization; 360,000 tested, 0.22% active; inhibition, % at 12.5 µM; in the data active = inhibition above about 8.5%, passing the limit was not always enough; inconclusive = no clear call, values can overlap the other calls
Mtb BioA inh: inhibitors of Mycobacterium tuberculosis BioA enzyme. AID 602481. purified M. tuberculosis BioA enzyme, plate reader. 360,000 tested, 0.096% active. inhibition, % at 9.99 µM; in the data active = inhibition above about 40%; inconclusive = no clear call, values can overlap the other calls
CCHFV vOTU inh: CCHFV vOTU protease inhibition; Pep-AMC fluorescence; inhibition, % at 11.5 µM; 370,000 tested, 0.55% active; AID 651958; note: 0% = vehicle wells with enzyme and 100% = no enzyme wells
UGM FP inh: blocks M. tuberculosis UGM enzyme; 320,000 tested, 0.06% active; P9WIQ1; purified UGM, fluorescence polarization probe displacement; AID 504406; inhibition, % at 10 µM; in the data active = inhibition above about 10%, passing the limit was not always enough; inconclusive = no clear call, values can overlap the other calls
MazEF act: increases E. coli MazEF RNase cleavage of RNA | FAM/BHQ RNA-DNA oligo cleavage fluorescence, 5 h | P0AE70 | 350,000 tested, 0.32% active | activation, % at 20 µM; in the data active = activation above about 50%
Target sequence (P0AE70 whole entry, looked up): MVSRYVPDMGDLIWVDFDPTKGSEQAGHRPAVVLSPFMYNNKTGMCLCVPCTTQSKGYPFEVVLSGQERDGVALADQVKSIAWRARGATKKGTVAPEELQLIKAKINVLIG
BoNT F protease: BoNT F light chain protease inhibition; Multiplex microsphere protease cleavage assay, flow cytometry; inhibition, % at 10 µM; 360,000 tested, 0.22% active; in the data active = inhibition above about 35%, passing the limit was not always enough; inconclusive = no clear call, values can overlap the other calls; note: plate controls were buffer without enzyme for full effect and enzyme alone for no effect
VHR inh abs: DUSP3 (human) phosphatase inhibition. inhibition, % at 13.3 µM. P51452. 290,000 tested, 0.52% active. recombinant VHR phosphatase, pNPP absorbance; in the data active = inhibition above about 50%; note: some compounds called inactive have numbers as strong as hits
Target sequence (P51452 whole entry, looked up): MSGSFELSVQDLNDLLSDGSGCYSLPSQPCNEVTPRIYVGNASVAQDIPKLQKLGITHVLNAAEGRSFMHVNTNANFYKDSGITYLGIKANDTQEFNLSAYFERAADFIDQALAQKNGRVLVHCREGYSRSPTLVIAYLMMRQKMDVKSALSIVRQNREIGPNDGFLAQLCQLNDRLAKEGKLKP
Rv3671c protease: Rv3671c (M. tuberculosis) protease inhibition. 320,000 tested, 0.048% active. P9WHR9. AID 2606. inhibition, % at 5.96 µM; in the data active = inhibition above about 38%;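 note: extracellular domain of Rv3671c used as enzyme; 0% = enzyme with DMSO and 100% = no enzyme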
Target sequence (P9WHR9 whole entry, looked up, the tested form may be a part): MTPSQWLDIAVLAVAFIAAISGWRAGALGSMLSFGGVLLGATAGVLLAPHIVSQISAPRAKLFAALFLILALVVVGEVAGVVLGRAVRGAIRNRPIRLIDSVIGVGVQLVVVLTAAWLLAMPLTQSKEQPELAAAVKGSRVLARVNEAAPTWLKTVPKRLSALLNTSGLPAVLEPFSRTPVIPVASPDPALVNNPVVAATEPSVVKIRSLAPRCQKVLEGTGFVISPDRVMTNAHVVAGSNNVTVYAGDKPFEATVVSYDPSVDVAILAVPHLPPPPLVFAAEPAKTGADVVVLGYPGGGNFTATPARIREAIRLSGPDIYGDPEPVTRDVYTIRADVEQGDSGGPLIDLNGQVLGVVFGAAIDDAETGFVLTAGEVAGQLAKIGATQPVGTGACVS
Numbers without * were called inactive; ? = inconclusive; / = not tested or not shown. Cut-off read from the data, not from the text of the source, unless noted: active = inhibition above about 30%; inactive = the rest.

SMILES	Mtb FBA inh	GDH-TPI counter	FadD28 FP inh	Mtb BioA inh	CCHFV vOTU inh	UGM FP inh	MazEF act	BoNT F protease	VHR inh abs	Rv3671c protease
Cc1ccc(CS/C(Nc2ccccc2C)=C(\C#N)C(=O)NCc2ccco2)c(C)c1	4.2	20.3	-0.8	-1.6	7.4	2.9	0.8	-5.6	11.3	-9.2
O=C(NC1(C(=O)O)CCCC1)C(Cl)Cl	-2.4	3.0	-3.6	-0.8	14.7	/	1.6	2.9	/	/
O=C(NCc1cccc(F)c1)c1[nH]c(C(F)(F)F)nc1-c1ccccc1	2.6	/	0.1	-2.4	-3.2	/	/	9.3	/	/
COc1cccc(CN(C(=O)COc2ccc(Cl)cc2)C2CCS(=O)(=O)C2)c1 (stereo not drawn)	1.6	-8.7	0.1	-0.1	17.3	-3.5	-6.0	-1.7	7.8	-6.1
c1coc(CN2Cc3ccccc3-n3nncc3C2)c1	3.9	14.4	-1.6	-0.6	2.5	/	3.2	-2.2	/	/
COc1ccc(Cn2c(=O)[nH]c3cc(C(=O)NCCc4ccc(S(N)(=O)=O)cc4)ccc3c2=O)cc1	-0.8	8.3	-2.8	/	-10.3	-1.6	-21.0	-2.9	10.6	-9.6
CCOC(=O)c1c(C)[nH]c(C(=O)NCC(c2ccco2)N2CCCCC2)c1C (stereo not drawn)	2.9	3.2	0.5	-8.6	-0.5	-0.5	-2.0	-10.6	/	2.5
CC1(C)CNc2cc(N)ccc2S1	-4.5	11.2	-3.9	/	26.6	1.9	35.7	-44.0	31.9	-21.9
O=S(=O)(c1ccc(Br)cc1)N1CCn2c(nc3ccccc32)C1	-2.3	6.2	-3.1	-1.0	-1.9	1.5	-4.8	-0.9	23.2	-9.6
COc1ccc2c(OC)cc(-c3ccccc3)nc2c1	4.4	4.2	-7.8	-1.2	6.1	-3.9	-1.9	?	17.7	0.8
COC(=O)CCC(=O)Nc1cccc([N+](=O)[O-])c1	6.5	1.3	0.2	/	-5.5	0.8	4.1	-3.8	6.9	6.8
CC(=O)OCc1c(C)cc(C)c(/C=C(/C#N)C(N)=O)c1C	-1.0	-3.7	-4.2	/	2.5	-6.4	0.4	1.9	16.6	3.9

Single values from the results shown.
`Cc1ccc(CS/C(Nc2ccccc2C)=C(\C#N)C(=O)NCc2ccco2)c(C)c1` | Mtb BioA inh = -1.6
`CC1(C)CNc2cc(N)ccc2S1` | VHR inh abs = 31.9

Other entries:
SMILES	Mtb FBA inh	GDH-TPI counter	FadD28 FP inh	Mtb BioA inh	CCHFV vOTU inh	UGM FP inh	MazEF act	BoNT F protease	VHR inh abs	Rv3671c protease
Cc1ccc(S(=O)(=O)Nc2ccc3c(c2)nc(CCN2CCOCC2)n3C)cc1	2.9	6.2	0.4	/	3.3	-0.7	-6.1	2.6	-10.3	12.7
CC(C)n1ncc2c(C(=O)NCCOc3ccccc3F)cc(C3CC3)nc21	2.8	-1.0	-3.2	1.1	-4.0	-1.0	0.3	-10.8	/	-9.7
Cc1cc(C)c(NC(=O)Cn2nnc(C(=O)NCc3cccs3)c2N)c(C)c1	2.3	6.8	-1.5	1.3	-2.0	0.9	-26.7	-17.1	22.8	0.3
Cc1ccc(S(=O)(=O)N2C[C@@H]3[C@H]4CC[C@H](C4)[C@@H]3[C@@H](C)[C@H]2c2ccn(Cc3ccccc3)c2)cc1	-1.2	3.6	-1.2	-0.3	27.3	/	-5.1	-6.8	/	/
Cn1nc(OC(=O)Nc2ccc(F)cc2)cc1C(F)(F)F	-3.6	2.7	-1.0	-1.0	10.9	-1.8	1.5	-28.0	-27.7	6.1
O=C(c1ccc(CS(=O)Cc2ccc(Cl)cc2)o1)N1CCN(c2ccccc2)CC1 (stereo not drawn)	2.5	0.8	-0.8	4.8	0.5	-3.2	-1.7	-0.6	-25.6	7.0
COCCSc1ccccc1C(=O)Nc1ccc2c(c1)OCCO2	1.1	10.7	0.6	1.3	0.6	-0.7	-2.9	3.4	37.3	12.0
Oc1c(C(c2cccs2)N2CCN(c3ccc(F)cc3)CC2)sc2ncnn12 (stereo not drawn)	-3.9	13.5	-2.5	16.8	-1.9	-1.9	14.7	-2.4	-6.0	-5.0
CSc1ccc(CCNS(=O)(=O)c2c(C)[nH]c(C)c2C(=O)N2CCCCC2)cc1	4.1	-10.3	-0.5	0.7	7.3	-2.1	6.2	-3.3	-22.1	6.0
CSCCC(NC(=O)c1ccco1)C(=O)OCC(=O)N1c2ccccc2NC(=O)C1(C)C (stereo not drawn)	12.9	3.8	-2.1	1.0	-2.0	0.4	5.0	-6.4	/	-1.2
Cn1c(O)c(C=NCCCC(=O)O)c(=O)n(C)c1=O	6.4	-7.4	-1.1	-0.2	3.5	-2.5	-5.1	9.2	22.3	5.3
COc1ccc2[nH]c3c(c2c1)CCN1C(=O)C(CC(=O)NCCC2=CCCCC2)C[C@H](C(=O)N2CCCCC2)[C@@]31C (stereo partly drawn)	5.0	8.3	-2.5	3.6	-1.9	/	5.8	-1.5	/	/
O=C(NCc1ccco1)C1CCN(S(=O)(=O)Cc2ccccc2)CC1	0.1	1.6	-0.1	0.1	3.2	3.7	0.4	0.4	4.2	-14.4
Cc1cc(NC(=O)c2cccc(Cl)c2)n[nH]1	-4.0	-2.6	-3.1	-0.4	13.4	2.0	1.4	-5.7	/	1.9
O=C(COC(=O)C1=NN(c2ccccc2)C(=O)CC1)NCc1ccccc1Cl	-0.1	-10.7	-4.3	-0.5	-8.7	-0.1	-1.6	1.5	/	6.2
CC1CCCN(C(=O)c2ccc(COc3ccccc3Br)cc2)C1 (stereo not drawn)	4.2	13.1	-1.9	-0.2	4.2	-0.9	-4.7	-4.1	13.3	-10.3
COCCNc1nc(C)c(C(C)=O)s1	0.7	16.6	0.3	/	2.3	-4.6	6.5	-11.2	18.1	8.2
N#Cc1ccc(Cl)cc1NC(=O)COC(=O)[C@H](CCC(N)=O)NC(=O)c1ccc(F)cc1	3.2	2.2	-2.5	/	-2.9	-1.0	0.5	-0.6	-14.2	-16.3
O=C(O)C(Cl)(Cl)Cl	-0.7	-4.7	-3.9	-0.6	-5.4	0.0	-3.5	-1.0	/	-1.2
Cc1ccc(NCCCn2cnc3c(OCc4ccccc4)ncnc32)cc1C	-3.6	-2.1	-1.0	1.2	10.4	/	3.0	-4.7	/	/
Nc1[nH]n2c(=O)c3c(nc2c1N=Nc1ccccc1)CCCC3	-19.5	11.5	-1.6	/	12.6	0.9	3.7	-4.9	14.0	0.8
CCN(C(=O)COC(=O)/C=C/c1ccc(C)o1)c1c(N)n(Cc2ccccc2)c(=O)[nH]c1=O	0.6	21.5	-1.9	-0.3	8.3	/	0.1	2.2	/	/
COc1ccccc1-n1c(SCC(N)=O)nc2sc3c(c2c1=O)CCC3	-4.2	17.3	-2.6	22.4	-4.9	2.0	3.5	-0.9	-7.2	-4.4
CCOc1ccc(N2C(=O)CC(Sc3ncccn3)C2=O)cc1 (stereo not drawn)	-1.8	6.4	-1.5	-0.6	2.1	1.2	3.0	6.5	6.4	-2.5
CNc1c([N+](=O)[O-])cnn1-c1cccc(Cl)n1	3.1	14.4	-0.1	/	2.6	-1.8	-1.5	-3.5	-7.7	-5.6
O=S1(=O)CCO[C@H]2Cc3ccccc3[C@H]2N1Cc1ccccc1F	0.8	-7.4	-4.1	1.1	7.7	0.1	-8.7	-11.2	8.9	0.6
O=C(O)CCCCCN1C(=O)/C(=C\c2ccncc2)SC1=S	3.3	16.1	1.7	/	0.5	0.5	-7.2	-0.5	-7.2	-5.4
Cc1ccccc1Cn1nnc(C(=O)Nc2ccc3c(c2)OCCO3)c1N	-0.9	1.4	-1.3	0.3	-3.6	-1.9	3.3	-0.9	/	-3.7
S=c1[nH]nc(-c2cccnc2)n1/N=C/C=C/c1ccccc1	3.2	15.1	0.3	/	6.5	1.7	1.8	-2.3	2.9	-33.1
COc1ccc(N=Cc2sc3ccccc3c2Cl)cc1	-1.1	12.5	-3.2	-2.2	5.1	0.4	-18.8	-16.2	13.2	5.7
COc1ccc(OC)c(NC(=O)COC(=O)/C=C/c2ccccc2Cl)c1	-2.5	-1.1	-1.5	0.7	3.2	/	28.2	-0.4	8.3	-7.6
CSc1nnc(Cc2cc(=O)[nH]c(=O)[nH]2)n1-c1cccc(C)c1	2.4	-4.6	-2.9	0.0	-3.5	2.5	-2.9	-2.9	7.2	5.2
COc1cccc(Nc2c3c(nc4c(-c5ccccc5)c(C)nn24)CCC3)c1	4.0	3.7	-2.6	/	3.6	-1.0	-1.3	-4.4	14.1	11.3
COc1cccc(NC(=O)Nc2nnc([C@H]3C[C@H](O)[C@@H](CO)O3)s2)c1	0.6	2.6	-4.1	-0.5	3.0	/	/	-1.8	/	/
COc1ccc(C2OCC3(CO2)SC(=O)NC3=O)cc1 (stereo not drawn)	-1.6	8.7	1.0	/	0.8	-0.1	6.4	-3.8	-4.8	-9.0
O=C(COc1ccccc1)Nc1ccc(S(=O)(=O)Nc2ncccn2)cc1	1.3	-3.2	-3.6	/	0.0	1.2	1.2	-0.2	-6.0	-5.8

Reformatted comma-delimited: part of the list above
Structure,Mtb FBA inh,GDH-TPI counter,FadD28 FP inh,Mtb BioA inh,CCHFV vOTU inh,UGM FP inh,MazEF act,BoNT F protease,VHR inh abs,Rv3671c protease
COCCSc1ccccc1C(=O)Nc1ccc2c(c1)OCCO2,1.1,10.7,0.6,1.3,0.6,-0.7,-2.9,3.4,37.3,12.0
CCOC(=O)c1c(C)[nH]c(C(=O)NCC(c2ccco2)N2CCCCC2)c1C (stereo not drawn),2.9,3.2,0.5,-8.6,-0.5,-0.5,-2.0,-10.6,/,2.5
O=C(NC1(C(=O)O)CCCC1)C(Cl)Cl,-2.4,3.0,-3.6,-0.8,14.7,/,1.6,2.9,/,/

Filtered by structure: those above with a COOH group.
SMILES	Mtb FBA inh	GDH-TPI counter	FadD28 FP inh	Mtb BioA inh	CCHFV vOTU inh	UGM FP inh	MazEF act	BoNT F protease	VHR inh abs	Rv3671c protease
O=C(NC1(C(=O)O)CCCC1)C(Cl)Cl	-2.4	3.0	-3.6	-0.8	14.7	/	1.6	2.9	/	/
Cn1c(O)c(C=NCCCC(=O)O)c(=O)n(C)c1=O	6.4	-7.4	-1.1	-0.2	3.5	-2.5	-5.1	9.2	22.3	5.3
O=C(O)C(Cl)(Cl)Cl	-0.7	-4.7	-3.9	-0.6	-5.4	0.0	-3.5	-1.0	/	-1.2
O=C(O)CCCCCN1C(=O)/C(=C\c2ccncc2)SC1=S	3.3	16.1	1.7	/	0.5	0.5	-7.2	-0.5	-7.2	-5.4

Additional compounds.
SMILES	Mtb FBA inh	GDH-TPI counter	FadD28 FP inh	Mtb BioA inh	CCHFV vOTU inh	UGM FP inh	MazEF act	BoNT F protease	VHR inh abs	Rv3671c protease
CCCC(=O)Nc1ccc(-c2csc(N/N=C\c3ccncc3)n2)cc1	-1.3	16.9	-2.9	0.7	-10.6	0.1	8.7	-16.4	28.5	1.3
CC(=O)Nc1ccc(C(=O)OCC(=O)Nc2ccc(S(=O)(=O)N3CCOCC3)cc2)cc1	0.1	-2.2	-3.5	1.2	-0.2	4.3	-5.3	-0.5	/	-2.2
CC(=O)Nc1ccc(NC(=O)COC(=O)c2c3c(nc4ccccc24)CCN(Cc2ccccc2)C3)cc1	-1.6	-4.1	-10.8	/	7.8	-2.8	4.0	0.8	26.2	-7.4
O=C1C2CC=C(Cl)CC2C(=O)N1CNc1ccccn1 (stereo not drawn)	1.0	10.5	0.1	/	-6.9	-4.3	3.7	0.3	35.5	2.9
O=C(COC(=O)C1=COCCO1)Nc1ccc([N+](=O)[O-])cc1C(F)(F)F	1.8	11.2	/	-1.3	1.4	-0.8	6.2	1.5	/	2.3
NC(=S)NNC(=O)c1ccccc1	3.5	8.1	-1.8	-0.3	5.6	-0.8	-0.6	-3.8	44.1	0.4
CCOc1ncccc1C(=O)N(C)CC1COc2ccccc2O1 (stereo not drawn)	-1.9	0.9	0.2	/	11.7	0.4	3.7	-2.0	28.6	0.1
